# Assay outcomes deposited in PubChem by National Center for Advancing Translational Sciences (NCATS).
# Tau fluor counter – counter-screen for tau fibril formation inhibitors | Potency, µM (highest dose often 57.7 µM), inactives show at the top dose activity change, negative = decrease | actives 0.93% (n = 280,000) | tau K18 P301L (four-repeat tau fragment) Alexa594 fluorescence, heparin fibrillization; note: % is set by controls: 0 for no effect and ±100 for the full control effect; nearly all actives have a fitted effect of over 55% in size
#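 Human K18 P301L tau (15 uM unlabeled plus 0.24 uM Alexa 594-labeled, final) in 100 mM sodium acetate pH 7 was mixed with compound and 20 uM heparin and incubated 6 hr at 37 C.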
# GAA glycogen mod – inhibitors or activators of human alpha-glucosidase glycogen cleavage; P10253; recombinant GAA, glycogen substrate, Amplex Red glucose oxidase fluorescence; Potency, µM (highest dose often 76.4 µM), for the others: at the highest dose activity change, negative = inhibition, most hits filed as inhibitors; actives 0.38% (n = 300,000); AID 2100;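 note: 0% = full enzyme reaction and -100% = no-enzyme basal signal; the screen sought inhibitors and activators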
#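 Recombinant human enzyme (4 nM); glycogen substrate; 37 C, 40 min, pH 5.0. Readout: coupled glucose oxidase/Amplex Red fluorescence.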
# Epigenetic reg – epigenetic control regulation, reporter derepression | murine LDR cells, GFP reporter derepression, 30 h | actives 0.2% (n = 280,000) | Potency, µM (top dose mostly 53.9 µM), for inactives: at the highest dose GFP activation, hits mostly activators | AID 1865; note: % of control where 0% means no effect; nearly all actives have a fitted effect of over 60% in size
#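 In this reporter-derepression format, murine cells bearing a silenced integrated CMV-GFP locus incubate with test compound (30 h, 37 C), then are washed and imaged; fluorescent objects of 20–120 um count as induced cells.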
# * hit, by the source's call; ? = inconclusive; nt = not tested or not shown; [ ] = remark or other dose. Calls come from the whole dose curve; as a rule, active = well fitted curve in the direction sought with a large enough effect; inconclusive = small, poorly fitted or top-dose-only effect, or another doubt; inactive = no such curve, though single readings can be large; an effect the other way counts as inactive or inconclusive. Potency is the fitted concentration of half-maximal effect. Only part of the results is shown; count on the stated rates, not on these rows.
Compound,Epigenetic reg,Tau fluor counter,GAA glycogen mod
CCOC(=O)c1cnc2ccc(OC(F)(F)F)cc2c1Nc1ccccc1C(=O)O,0.8%,-3%,-2%[76.3 µM]
COc1ccc(-c2noc(-c3ccc(N4CCN(C)CC4)c([N+](=O)[O-])c3)n2)cc1,-1.3%,-1%,12%[76.3 µM]
CCOc1ccc(-c2nnc(SCC(=O)Nc3ccc(C)cc3Cl)o2)cc1,-3.4%,-7%,-3%[76.3 µM]
COc1ccc(-c2cc(C(F)(F)F)nc(SCCC(=O)Nc3ccccc3F)n2)cc1,1.1%,-29%,-1%[76.3 µM]
CCOc1ccc(NC(=O)N2CCOc3ccccc32)cc1,0.0%,?,12%[76.3 µM]
COc1ccc(OC)c(NC(=O)Cn2ccn(-c3ccc(OC)c(OC)c3)c(=O)c2=O)c1,2.2%,8%,1%[76.3 µM]
CC(C)c1ccc(CNc2n[nH]c(-c3ccco3)n2)cc1,1.6%,-6%,14%[76.3 µM]
O=C(Nc1nc2n(n1)C(c1ccc(F)cc1)C=C(c1ccc(Cl)cc1)N2)c1ccco1 (centres undefined),-4.2%,-8%,-3%[76.3 µM]
Cc1ccc(Cl)cc1N1CCN(C(=O)Cn2cnc3sc(C)c(S(=O)(=O)N4CCC(C)CC4)c3c2=O)CC1,3.5%,-24%,11%[76.3 µM]
COc1ccc(-c2cc(-c3ccc(F)cc3)nc3c2COc2ccc(F)cc2-3)cc1,-0.2%,?,10%[76.3 µM]
Cc1ccc(Cn2ccn(Cc3ccccc3F)c(=O)c2=O)cc1,-0.9%,-5%,-5%[76.3 µM]
COc1ccc(OC(=O)CSc2nnc(-c3ccc(F)cc3)o2)cc1,-0.9%,7%,4%[76.3 µM]
Cc1cc(Nc2cccc(C(F)(F)F)c2)nc2ccc(NC(=O)c3cccnc3)cc12,-0.4%,8.9µM*[quencher],-13%[76.3 µM]
Cc1ccc(C2Nc3ccccc3-n3c(-c4ccccc4)c4c(=O)n(C)c(=O)n(C)c4c32)o1 (centres undefined),11%,-5%,-5%[76.3 µM]
Cc1ccccc1Cn1c2ccccc2c2cnn(CC(=O)NCc3ccccn3)c(=O)c21,-5.2%,-7%,0%[76.3 µM]
CC(=O)c1ccc(NC(=O)Cn2ncc3c4ccccc4n(Cc4ccccc4)c3c2=O)cc1,2.3%,?,3%[76.3 µM]
CC(=O)N1CCOc2cc(S(=O)(=O)NCc3ccccc3Cl)c(C)cc21,0.8%,-9%,15%[76.3 µM]
COc1ccc(NC(=O)CSc2nc(C)cc(C)c2C(=O)Nc2ccccc2OC)cc1,-0.5%,-19%,14%[76.3 µM]
Cc1cc(C)n(-c2nc3ccccc3nc2Nc2cc(Cl)ccc2C)n1,0.1%,-14%,-5%[76.3 µM]
CCN(CC)CCNC(=O)c1cc2c(=O)n(C)c3cc(Cl)ccc3c2s1,-3.3%,-11%,nt
COc1ccccc1NC(=O)c1sc2nc3c(c(C(F)(F)F)c2c1N)CN(C(C)=O)CC3,?,-15%,-4%[76.3 µM]
CCOc1ccc(-c2cn3c(n2)sc2cc(C(=O)NCCCN4CCCCCC4)ccc23)cc1,0.0%,-5%,14%[76.3 µM]
CCOC(=O)c1cccc(NC(=O)c2cc3cc4ccc(C)cc4nc3s2)c1,2.5%,-16%,1%[76.3 µM]
Cc1nn(-c2ccccc2)c(OC(=O)c2ccc(Cl)cc2)c1S(=O)(=O)c1ccccc1,4.0%,-4%,13%[76.3 µM]

# Next part, overlapping the part above by five compounds.
Compound,Epigenetic reg,Tau fluor counter,GAA glycogen mod
CCN(CC)CCNC(=O)c1cc2c(=O)n(C)c3cc(Cl)ccc3c2s1,-3.3%,-11%,nt
COc1ccccc1NC(=O)c1sc2nc3c(c(C(F)(F)F)c2c1N)CN(C(C)=O)CC3,?,-15%,-4%[76.3 µM]
CCOc1ccc(-c2cn3c(n2)sc2cc(C(=O)NCCCN4CCCCCC4)ccc23)cc1,0.0%,-5%,14%[76.3 µM]
CCOC(=O)c1cccc(NC(=O)c2cc3cc4ccc(C)cc4nc3s2)c1,2.5%,-16%,1%[76.3 µM]
Cc1nn(-c2ccccc2)c(OC(=O)c2ccc(Cl)cc2)c1S(=O)(=O)c1ccccc1,4.0%,-4%,13%[76.3 µM]
CCOc1ccccc1NC(=O)Cn1nnc2sc3c(c2c1=O)CCC(C(C)(C)C)C3 (centres undefined),8.6%,-16%,-8%[76.3 µM]
CCOC(=O)c1c(NC(C)=O)c2c3c(sc2n1Cc1nc(-c2ccccc2Cl)oc1C)CCCC3,9.5%,-7%,-5%[76.3 µM]
COc1ccc(Cn2c(SCc3ccc(C(=O)NC4CCCCC4)cc3)nc3ccncc32)cc1,2.7%,-17%,-26%[76.3 µM]
Cc1oc2ccc(O)c(CN3CCOCC3)c2c1C(=O)Nc1cccc(Cl)c1C,-1.9%,-13%,-3%[76.3 µM]
CCc1ccc(-c2cn3nc(CC)sc3n2)cc1,3.5%,-23%,4%[76.3 µM]
O=c1c(-c2cc(-c3ccc(F)cc3)nc3c2COc2ccc(Cl)cc2-3)coc2ccc(F)cc12,3.2%,-4%,7%[76.3 µM]
O=C(Nc1ccc2nc(SCC(=O)N3CCOCC3)sc2c1)c1cccc(Br)c1,-3.2%,?,-9%[76.3 µM]
Cc1ccn2c(NC(=O)c3cccc(Cl)c3)c(-c3ccccc3)nc2c1,5.8%,-18%,-18%[76.3 µM]
COc1cc(Cl)c(C)cc1NC(=O)CSc1cc(=O)n(C)c2cc(Cl)ccc12,2.3%,-13%,-3%[76.3 µM]
COc1ccc2cc(-c3nc(Cl)c4c5c(sc4n3)CC(C)CC5)c(=O)oc2c1 (centres undefined),0.9%,-11%,-3%[76.3 µM]
COc1ccc(NC(=O)CNC(=O)Cn2ccc3ccccc3c2=O)cc1OC,-1.7%,-16%,-2%[76.3 µM]
CCOC(=O)c1c(NC(=O)COc2cccc(C(F)(F)F)c2)sc2c1CCC(C)C2 (centres undefined),-1.6%,-27%,14%[76.3 µM]
COc1ccccc1NC(=O)c1cc2c([nH]c1=O)CC(C)(C)CC2=O,-1.8%,2%,6%[76.3 µM]
COc1ccc(-c2noc(CN(C(=O)C(C)Oc3ccc(C)cc3)C(C)C)n2)cc1 (centres undefined),-1.9%,-20%,-8%[76.3 µM]
COc1ccc(Cl)cc1NC(=O)Cn1ccn(-c2cc(C)cc(C)c2)c(=O)c1=O,1.1%,0%,3%[76.3 µM]
Cc1ccc(-n2ncc3c(=O)n(Cc4cccc(C(F)(F)F)c4)cnc32)cc1C,6.9%,-12%,4%[76.3 µM]
Cc1cc(Nc2cccc(O)c2)c2cccc(Br)c2n1,-1.1%,?,?
Cc1ccccc1C(=O)N(Cc1ccc(N(C)C)cc1)CC1CCCO1 (centres undefined),-2.6%,-11%,-27%[76.3 µM]
CCC(Sc1nc(-c2ccc(F)cc2)nc2c1Cc1c(CO)cnc(C)c1O2)C(=O)Nc1ccc(F)cc1 (centres undefined),-1.8%,-10%,-1%[76.3 µM]
CC(C)CN(CCNC(=O)c1cc(-c2ccc(Cl)s2)nc2ccccc12)CC(C)C,0.1%,-6%,12%[76.3 µM]
Cc1ccc2oc(-c3ccc(Cl)c(NC(=O)c4ccc(OC(C)C)cc4)c3)nc2c1,-0.7%,0%,18%[76.3 µM]
CCCCN(C)CCCNC(=O)Cn1nc(CC)n2c(cc3sc(C)cc32)c1=O,0.0%,-6%,10%[76.3 µM]
CCCOc1c(Cl)cc(C(=O)N(Cc2cccc(OC)c2)C2CCS(=O)(=O)C2)cc1Cl (centres undefined),-1.9%,-21%,-15%[76.3 µM]
Cc1ccccc1-c1nnn(CC(=O)Nc2sc3c(c2C#N)CCC(C(C)(C)C)C3)n1 (centres undefined),0.0%,?,6%[76.3 µM]
Cc1ccc(S(=O)(=O)N(CC(=O)Nc2cccnc2)c2cc(Cl)ccc2C)cc1,-0.8%,?,-14%[76.3 µM]
COc1ccc(OC)c(NC(=O)c2cccc3c2C(=O)N(C2CCCCC2)C3)c1,0.5%,-18%,-16%[76.3 µM]
CCOC(=O)c1ccc(NC(=O)CN(c2ccc(C)cc2)S(=O)(=O)c2c(C)noc2C)cc1,-1.6%,?,-19%[76.3 µM]
Cc1nn(Cc2ccccc2Cl)c(C)c1NC(=O)c1cc(C(C)C)on1,-0.1%,-11%,8%[76.3 µM]
COc1cc(NS(=O)(=O)c2ccc3c(c2)CC(C)N3C(=O)C2CCC2)cc(OC)c1OC (centres undefined),-1.2%,-17%,4%[76.3 µM]
COc1ccc(NC(=O)CCCc2nnc3n(CCC(C)C)c(=O)c4sccc4n23)cc1Cl,-0.6%,-26%,-3%[76.3 µM]
CCOc1ccc(NC(=O)C(C)Sc2nnc3cc(C)c4ccccc4n23)cc1 (centres undefined),-1.6%,-9%,-9%[76.3 µM]
CC1CCN(C(=O)CSc2nnc(-c3ccccc3)o2)CC1,4.8%,-10%,1%[76.3 µM]
CCCn1c(=O)c2sccc2n2c(CCCC(=O)NCc3ccccc3)nnc12,-1.5%,-3%,-13%[76.3 µM]
Cc1c(C)c2cc3c(c(C)c2oc1=O)OCN(CCc1ccccc1)C3,-1.9%,-15%,12%[76.3 µM]
CCN(CC)Cc1c(NC(=O)c2ccc(OC)cc2)sc2c1CCCC2,-1.6%,?,-21%[76.3 µM]
Cc1nnc(N2C(=O)c3oc4ccccc4c(=O)c3C2c2ccc(C(C)(C)C)cc2)s1 (centres undefined),1.0%,-2%,4%[76.3 µM]
CCOC(=O)c1c(Nc2ccc(F)cc2)nnc(-c2ccccc2)c1-c1ccccc1,-0.6%,-14%,-10%[76.3 µM]
CCOC(=O)c1c(NC(=O)c2cc(-c3ccc(OC)c(OC)c3)on2)sc2c1CCCC2,-1.8%,-4%,8%[76.3 µM]
O=C(Cn1c(=O)n(-c2ccccc2)c(=O)c2c3c(sc21)CCCC3)Nc1cccc(F)c1,?,-10%,-14%[76.3 µM]
CCOc1ccc(CNC(=O)CSc2c3c(nc4ccc(Cl)cc24)CCCC3)cc1,6.0%,-12%,20%[76.3 µM]
Cc1ccc(-c2cc(C(=O)Nc3ccc(SC(F)F)cc3)no2)cc1F,-2.9%,?,14%[76.3 µM]
COC(=O)c1cc(NC(=O)c2ccc3c(c2)NC(=O)c2ccccc2S3)cc(C(=O)OC)c1,16%,-25%,-6%[76.3 µM]
CCOCCCNC(=O)C(c1ccccc1)N1Cc2ccccc2C1=O (centres undefined),-1.2%,-1%,?
Cc1ccc(CNC(=O)c2nc(SCc3cccc(C)c3)ncc2Cl)cc1,4.3%,8%,-6%[76.3 µM]
Cc1[nH]c2ccccc2c1C1(O)C(=O)N(Cc2ccccc2Cl)c2ccccc21 (centres undefined),4.3%,?,-14%[76.3 µM]
CCOc1ccc(CN2C(=O)c3ccccc3Sc3ccc(C(=O)NCc4ccc(C)cc4)cc32)cc1,-2.0%,-12%,11%[76.3 µM]
COC(=O)c1ccccc1NC(=O)Cn1c(CCC(=O)O)ccc1-c1ccc(C)cc1,-1.0%,-16%,14%[76.3 µM]
Cc1ccc(-c2c(CN3CCN(c4cc(C)ccc4C)CC3)csc2C)cc1,2.7%,-1%,-21%[76.3 µM]
O=C(OCc1ccccc1Cl)c1ccc(-c2nnn(Cc3ccc(F)cc3)n2)cc1,0.0%,-25%,-11%[76.3 µM]
Nc1c(C(=O)Nc2ccc(Br)cc2)sc2nc(-c3ccncc3)ccc12,?,?,-4%[76.3 µM]
CCOC(=O)Cc1ccc(NC(=O)Nc2nnc(N3CCCCC3C)s2)cc1 (centres undefined),-4.2%,-7%,4%[76.3 µM]
O=C(NC(=O)c1ccc(F)cc1)Nc1ccc(-c2cc(C(F)(F)F)nn2-c2ccccc2)cc1,-1.1%,-10%,-18%[76.3 µM]
CCOc1ccc(OCC)c(S(=O)(=O)N2CCN(c3cccc(C)c3C)CC2)c1,-1.1%,-21%,-19%[76.3 µM]
Cc1ccccc1CNC(=O)c1oc2c(c1C)-c1[nH]ncc1CC2,3.8%,?,-9%[76.3 µM]
COc1cccc(C(=O)NCc2nc(-c3ccccc3)no2)c1OC,-1.9%,-15%,-4%[76.3 µM]

# Three compounds from above, ordered by molar mass, ascending:
Compound,Epigenetic reg,Tau fluor counter,GAA glycogen mod
COc1cccc(C(=O)NCc2nc(-c3ccccc3)no2)c1OC,-1.9%,-15%,-4%[76.3 µM]
CCOc1ccc(OCC)c(S(=O)(=O)N2CCN(c3cccc(C)c3C)CC2)c1,-1.1%,-21%,-19%[76.3 µM]
O=C(NC(=O)c1ccc(F)cc1)Nc1ccc(-c2cc(C(F)(F)F)nn2-c2ccccc2)cc1,-1.1%,-10%,-18%[76.3 µM]
